Source: PubChem BioAssay
M5 ag – human M5 muscarinic receptor agonists, primary screen, CHO-K1 cells, Fluo-8 calcium fluorescence. Muscarinic acetylcholine receptor M5 (Homo sapiens), P08912. CHO-K1 hM5 cells; 0% DMSO wells, 100% maximal acetylcholine response. activation, % at 3 µM. 360,000 tested, 0.19% active. AID 624037, 2012;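 active = activation above the run's mean over test compounds plus 3 SD, cut at about 23% in these data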;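 note: signal is peak over basal fluorescence ratio across the kinetic read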
Target sequence (P08912 whole entry, looked up): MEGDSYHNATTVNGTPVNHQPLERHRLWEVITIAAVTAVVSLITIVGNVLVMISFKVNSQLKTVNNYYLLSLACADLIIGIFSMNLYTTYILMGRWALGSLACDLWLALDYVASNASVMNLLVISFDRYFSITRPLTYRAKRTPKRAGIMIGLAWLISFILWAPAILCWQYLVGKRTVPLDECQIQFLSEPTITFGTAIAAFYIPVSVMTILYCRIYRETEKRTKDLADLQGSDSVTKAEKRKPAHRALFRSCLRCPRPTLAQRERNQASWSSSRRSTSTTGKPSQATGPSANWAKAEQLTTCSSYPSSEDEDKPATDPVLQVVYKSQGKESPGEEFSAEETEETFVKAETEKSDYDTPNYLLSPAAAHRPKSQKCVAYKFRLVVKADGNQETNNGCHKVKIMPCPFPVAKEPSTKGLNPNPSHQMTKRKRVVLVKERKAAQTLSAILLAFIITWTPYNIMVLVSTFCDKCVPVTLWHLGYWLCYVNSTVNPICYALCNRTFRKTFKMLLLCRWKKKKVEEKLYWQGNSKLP
M4 PAM – human M4 muscarinic receptor positive allosteric modulators, primary screen, CHO-K1 cells, Fluo-8 calcium fluorescence; AID 624126, 2012; CHO-K1 hM4/Gqi5, ACh EC20; 0% = ACh EC20, 100% = maximal ACh; 360,000 tested, 0.4% active; activation, % at 3 µM;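 active = activation above its plate's cutoff, the mean activation of sample wells plus 3 SD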; note: some results filed as inactive read as strong as hits
Target sequence (P08173 whole entry, looked up): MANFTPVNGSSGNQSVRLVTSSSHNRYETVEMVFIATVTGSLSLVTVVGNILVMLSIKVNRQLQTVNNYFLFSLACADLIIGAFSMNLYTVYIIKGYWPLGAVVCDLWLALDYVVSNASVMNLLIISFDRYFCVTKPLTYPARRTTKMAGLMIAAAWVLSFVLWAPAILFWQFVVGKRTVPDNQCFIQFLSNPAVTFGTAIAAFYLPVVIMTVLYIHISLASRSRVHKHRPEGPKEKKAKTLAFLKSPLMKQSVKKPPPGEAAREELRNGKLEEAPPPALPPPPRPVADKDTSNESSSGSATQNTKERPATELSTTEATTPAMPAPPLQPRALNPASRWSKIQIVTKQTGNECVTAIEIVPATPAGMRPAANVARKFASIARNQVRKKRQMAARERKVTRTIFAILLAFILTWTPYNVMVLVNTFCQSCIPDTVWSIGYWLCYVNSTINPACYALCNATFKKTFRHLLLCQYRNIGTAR
CHO-K1 Ca ag – counter-screen for M1 agonists: effect in parental CHO-K1 cells. Fluo-8 calcium fluorescence; scaled to maximal ATP response, vehicle zero. activation, % at 3 µM. 360,000 tested, 0.48% active; in the data active = activation above about 15%;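 note: untransfected CHO-K1 host cells lacking M1 receptor as counterscreen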
M5 PAM – human M5 muscarinic receptor positive allosteric modulators, primary screen, CHO-K1 cells, Fluo-8 calcium fluorescence; Muscarinic acetylcholine receptor M5 (Homo sapiens), P08912; CHO-K1 hM5, ACh EC20 PAM; 0% = ACh EC20, 100% = ACh EC100; activation, % at 3 µM; 360,000 tested, 0.3% active; AID 624038, 2012;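 active = activation above the run cutoff, the mean activation of all test compounds plus 3 SD, cut at about 18% in these data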
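Test system: CHO-K1 hM5 cells / Doses: single-point, 3 µM nominal / Times: Post-acetylcholine fluorescence recording 140 s / Technique: Fluo-8 calcium fluorescence / Measure: Max/basal fluorescence ratio as % of EC20–EC100 ACh window / Benchmarks: low control EC20 acetylcholine (0%), high control EC100 acetylcholine (100%) / Replicates: one well per compound, no replicates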
CHO-K1 Ca PAM – nonselective calcium activators in parental CHO-K1 cells, primary screen, counter-screen for M1 PAM project, cell-based, Fluo-8 calcium fluorescence, full deck, 1536-well | ATP EC20; 0% at ATP EC20, 100% at ATP max | activation, % at 3 µM | 360,000 tested, 0.02% active | AID 602247, 2012;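 active = activation above the run cutoff, the mean activation of all test compounds plus 3 SD, cut at about 40% in these data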;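 note: peak over basal fluorescence ratio in a 140 s read after ATP addition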
CHO-K1 Ca antag – M1 antagonist counterscreen hit in parental CHO-K1 cells; ATP-induced calcium, Fluo-8 fluorescence; inhibition, % at 3 µM; 360,000 tested, 0.6% active; AID 602250;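 active = inhibition above a per-plate cutoff, the plate's mean sample inhibition plus 3 SD, cut at about 24% in these data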;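 note: 0% = DMSO plus EC80 ATP and 100% = DMSO alone without ATP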
M5 antag – human M5 muscarinic receptor antagonists, primary screen, CHO cells, Fluo-8 calcium fluorescence. 360,000 tested, 0.59% active. Muscarinic acetylcholine receptor M5 (Homo sapiens), P08912. inhibition, % at 3 µM. CHO-hM5 cells, ACh EC80;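 active = inhibition above a per-plate cutoff, the mean of that plate's test compounds plus 3 SD, cut at about 27% in these data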;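 note: 0% = acetylcholine EC80 with DMSO and 100% = DMSO without agonist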
M4 antag – human M4 muscarinic receptor antagonists, primary screen, CHO cells, Fluo-8 calcium fluorescence; Muscarinic acetylcholine receptor M4 (Homo sapiens), P08173; CHO-hM4 cells, ACh EC80; inhibition, % at 3 µM; 360,000 tested, 0.73% active;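 active = inhibition above its plate's cutoff, the mean inhibition of sample wells plus 3 SD, cut at about 27% in these data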;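 note: 0% = acetylcholine EC80 with DMSO and 100% = DMSO without agonist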
CHRM4 agonist – human M4 muscarinic receptor agonists, primary screen, CHO-K1 cells, Fluo-8 calcium fluorescence; Muscarinic acetylcholine receptor M4 (Homo sapiens), P08173; CHO-K1 hM4/Gqi5; vehicle 0%, full acetylcholine response 100%; activation, % at 3 µM; 360,000 tested, 0.14% active;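 active = activation above the run mean over all test wells plus 3 SD, cut at about 32% in these data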;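 note: peak over basal fluorescence ratio per well then scaled between controls; 0% = DMSO wells and 100% = acetylcholine at EC100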
* = called active by the depositor.

The opening 3 entries, ahead of the listing:
Fields: M4 PAM | CHO-K1 Ca antag | CHO-K1 Ca PAM | M5 antag | M4 antag | CHO-K1 Ca ag | CHRM4 agonist | M5 ag | M5 PAM
> O=C(/C=C/c1ccco1)N1CCc2ccccc21
  2 | -26 | 0 | 5 | -1 | -1.3 | 1 | -7 | 0
> N#Cc1ccccc1NC(=O)c1ccc2c(c1)OCO2
  1 | -2 | -1 | 0 | 3 | 0.1 | 1 | 2 | 12
> CCOC(=O)c1ccccc1NC1c2ccccc2C(=O)N1c1ccc(C)cn1 (centres undefined)
  0 | -4 | 18 | 5 | -8 | 1.4 | 0 | 1 | -2

The whole of this part (from the top)
Fields: M4 PAM | CHO-K1 Ca antag | CHO-K1 Ca PAM | M5 antag | M4 antag | CHO-K1 Ca ag | CHRM4 agonist | M5 ag | M5 PAM
> O=C(/C=C/c1ccco1)N1CCc2ccccc21
  2 | -26 | 0 | 5 | -1 | -1.3 | 1 | -7 | 0
> N#Cc1ccccc1NC(=O)c1ccc2c(c1)OCO2
  1 | -2 | -1 | 0 | 3 | 0.1 | 1 | 2 | 12
> CCOC(=O)c1ccccc1NC1c2ccccc2C(=O)N1c1ccc(C)cn1 (centres undefined)
  0 | -4 | 18 | 5 | -8 | 1.4 | 0 | 1 | -2
> CNC(=S)N(Cc1ccccc1)Cc1cccnc1
  -2 | -6 | 16 | 8 | -2 | 0.3 | 0 | 1 | -2
> COc1ccc(Oc2c(-c3ccc(O)cc3O)n[nH]c2C)cc1
  4 | -5 | 12 | -1 | -2 | 0.8 | 3 | 1 | -1
> CCc1nc2ccc(C(=O)NCCCN3CCCC3=O)cn2c1N(C)Cc1ccc(OC)cc1
  -11 | -4 | 19 | -2 | 22 | 1.9 | 4 | -3 | -1
> Cc1ccc(/C=N/NC(=O)C2=NNC(c3ccccc3)(c3ccccc3)C2)c(O)c1
  -6 | -9 | 18 | -4 | 1 | 0.6 | -1 | -8 | -6
> COc1cccc(CN(C)C(=O)CC[C@H]2O[C@@H](n3ccc(=O)[nH]c3=O)[C@H](O)[C@@H]2O)c1
  2 | -5 | 3 | 7 | -3 | 0.1 | 0 | 1 | 5
> O=C(NCc1ccc2c(c1)OCO2)Nc1ccc2nsnc2c1
  -8 | 0 | 10 | -6 | 7 | 5.0 | 4 | 2 | -8
> O=C(CNS(=O)(=O)c1ccc(Br)s1)NCC1COc2ccccc2O1 (centres undefined)
  1 | -10 | 20 | 0 | 7 | 4.6 | 6 | 2 | -9
> CC(=O)OC1CCC2(C)C(CCC3C2CC(=O)C2(C)C3CC(C3CCCC3=O)C2C(C)=O)C1 (centres undefined)
  5 | -15 | 6 | -5 | -18 | 0.1 | 1 | -1 | -1
> CC1(C)c2ccccc2-c2nc3ccccc3cc2C1O (centres undefined)
  2 | 0 | -20 | 1 | -5 | 0.1 | 1 | -4 | -3
> O=S(=O)(Nc1cccc(CCc2ccccn2)c1)c1cc(Cl)ccc1Cl
  -4 | -8 | 15 | 3 | -8 | 2.7 | 3 | -7 | 1
> COC(=O)C1=C(C)N(c2ccc(OC)cc2)C(=O)/C1=C\c1cccs1
  -1 | -11 | 21 | -6 | -1 | 0.6 | 0 | -1 | 2
> Cc1cccc(NC(=O)COC(=O)CCc2c[nH]c3ccccc23)c1C
  22* | -13 | 19 | -8 | -21 | -0.1 | 2 | 2 | 3
> COc1ccc(OC)c(C(C)NC(=O)Nc2cccc(C(C)=O)c2)c1 (centres undefined)
  4 | -11 | 5 | -7 | -3 | 0.8 | 1 | -1 | 9
> Cc1ccc(NC(=O)c2nc3nccc(C)n3n2)cc1S(=O)(=O)N1CCCCC1
  8 | 9 | 6 | 7 | 9 | 0.2 | 1 | -2 | -2
> O=C(NCCc1ccc(Cl)cc1)c1ccc2nccnc2c1
  -1 | -12 | -11 | 4 | -9 | 7.7 | 17 | 3 | -12
> Cc1cccc(NC(=O)CCNS(=O)(=O)c2cccc3nonc23)c1
  9 | 4 | 3 | 3 | -9 | 0.1 | 1 | -2 | -5
> Cc1cc(NC(=O)c2cc(C(C)(C)C)oc2C)no1
  -7 | -3 | 12 | 2 | 3 | 0.8 | 0 | -4 | 0
> O=C(/C=C/c1ccccc1Cl)N(Cc1ccccc1)C1CCS(=O)(=O)C1 (centres undefined)
  -5 | 4 | -6 | 4 | 7 | 0.2 | 0 | 0 | -3
> O=C(CCn1c(=O)sc2ccccc21)NCc1cccs1
  22 | -8 | 11 | 3 | -15 | -0.1 | 0 | -3 | 1
> CC(=O)c1c(C(C)=O)c(C)n(-c2ccc(N)cc2)c1C
  10 | -10 | 18 | -2 | 0 | 0.9 | 2 | -1 | 1
> CC(C)CN1C(=O)/C(=C/c2ccco2)NC1=S
  1 | -10 | 20 | 0 | 11 | 0.7 | 1 | 1 | -3
> CN(Cc1ccccc1)C(=O)c1[nH]cnc1C(=O)Nc1ccc(Cl)cc1
  5 | -8 | -16 | 8 | 8 | 0.5 | 5 | 0 | -7
> CC(C)(C)n1nnnc1C(c1cc2ccccc2o1)N1CCCCC1 (centres undefined)
  3 | -28 | 22 | -1 | 1 | 0.7 | -2 | -1 | -6
> CCOc1cc2c3c(c1)C1(C(=O)N3C(C)(C)CC2C)C(C#N)=C(N)N2C(=C1C#N)Nc1ccccc12 (centres undefined)
  -1 | -8 | 21 | -1 | -8 | 2.1 | 3 | 2 | -4
> CCOC(=O)N1CCC(NC(=O)c2cnn3cccnc23)CC1
  -2 | -2 | 3 | 1 | 4 | -0.2 | 0 | 0 | -1
> CCOc1cc(N2CCOCC2)c(OCC)cc1NC(=O)CSc1nccc(C)n1
  0 | -4 | 15 | -4 | -2 | 1.2 | 2 | 0 | 6
> COc1ccccc1OCC(O)CNCc1ccc2c(c1)OCO2 (centres undefined)
  -9 | -5 | 7 | 9 | -4 | 2.7 | 4 | -2 | -6
> CCC(=O)c1cn(CC(=O)NCC2CCCO2)c2ccccc12 (centres undefined)
  13 | -12 | 18 | -7 | 8 | 0.5 | 0 | 1 | 9
> CCCN1Cc2cccc(C(=O)NCc3cccs3)c2C1=O
  4 | -3 | -9 | 3 | -4 | -0.3 | 0 | -4 | -6
> CC(=O)OCC1OC(n2c3c(cc(C#N)c2=S)CCCC3)C(OC(C)=O)C(OC(C)=O)C1OC(C)=O (centres undefined)
  1 | -11 | 11 | 2 | -16 | 1.6 | 0 | 0 | 1
> O=c1oc2cc(Br)ccc2n1Cc1ccccc1
  -1 | -8 | 13 | 8 | 1 | 0.9 | -1 | -1 | 2
> O=C(O)CC(c1ccc(C(F)(F)F)cc1)N1Cc2ccccc2C1=O (centres undefined)
  4 | -2 | 10 | 6 | -6 | 0.8 | 0 | -1 | -6
> CCC(C)C(NC(=O)OC(C)(C)C)C(=O)NCc1ccco1 (centres undefined)
  -3 | 22 | -7 | -6 | 5 | -0.1 | 0 | -1 | 1
> O=S(=O)(c1cccc(C(F)(F)F)c1)N1CCN(c2nnnn2-c2ccccc2)CC1
  5 | -4 | 11 | -14 | 1 | 0.0 | 1 | 2 | -1
> CCN(CC)c1ccc(C(=C2C=CC(=[N+](CC)CC)C=C2)c2ccccc2)cc1
  -13 | 75* | -27 | 85* | 99* | 39* | 66* | 30* | -46
> Cc1nn(Cc2ccccc2)c(Cl)c1C(=O)OC1CCOC1=O (centres undefined)
  0 | 0 | 3 | -1 | 12 | 0.8 | 3 | -4 | 4
> COc1ccc(CC(=O)OCC(=O)Nc2ccc(Cl)cc2C)cc1
  7 | -5 | -12 | -2 | 6 | -0.5 | 0 | 2 | 0
> CC(C)[C@H](N)C(=O)NC[C@H]1CC[C@H](C(=O)N[C@@H](Cc2ccccc2)C(=O)O)CC1
  -1 | -9 | -2 | 5 | -7 | 0.1 | 1 | 1 | -5
> Cn1c(=O)c2c(nc(N3CCCCC3)n2CCSc2nc3ccccc3s2)n(C)c1=O
  38* | 8 | 0 | -5 | 6 | 0.0 | 1 | 0 | 0
> Cc1ccc(N=Cc2c(O)n(-c3nccs3)c(=O)c3ccccc23)cc1
  6 | 2 | 6 | 1 | -11 | 0.2 | 1 | -1 | -5
> CC(C)CN(CC(C)C)C(=O)c1cc2c(=O)n3ccccc3nc2s1
  -14 | -11 | 0 | 16 | 8 | 1.5 | 4 | -1 | -10
> COc1cc(OC)cc(C(=O)N[C@H](C(=O)OCC(=O)NC(=O)c2cccn2C)C(C)C)c1
  -1 | 2 | -6 | 12 | -2 | 2.0 | 1 | 1 | -2
> NNC(=O)c1cc(Br)cs1
  0 | -15 | 23 | 3 | -1 | 0.3 | -1 | -2 | -12
> N/C(=N\OC(=O)c1cc(-c2ccccc2)nc2ccccc12)c1ccncc1
  8 | -3 | -4 | 3 | -3 | 0.5 | 1 | 0 | 4
> Cc1cccc(NC(=O)CSCC(=O)Nc2cc(S(=O)(=O)N3CCOCC3)ccc2OC(C)C)c1
  -6 | -9 | -12 | -3 | 16 | -0.1 | -1 | -3 | 6
> CSc1ccc(/C=N/n2c(Cc3ccc(Br)cc3)n[nH]c2=S)cc1
  -4 | 8 | -13 | -12 | -13 | -0.4 | 0 | -2 | -1
> Cc1nc(Nc2ccccc2)sc1C
  -5 | 0 | 4 | 2 | 5 | 0.8 | 1 | -5 | 9
> CC1(C)NC(C)(C)c2nonc2/C1=N\O
  5 | 17 | -8 | -2 | 8 | -0.3 | 0 | -1 | -2
> O=C(CSc1nnc(-c2ccncc2)s1)Nc1ccccc1
  4 | -11 | -5 | 12 | 5 | 1.4 | 4 | -2 | -5
> Cc1ccc(C)c(N2CCN(C(=O)Cn3c(=O)[nH]c4ccsc4c3=O)CC2)c1
  -7 | 0 | 6 | 6 | 3 | 1.1 | 2 | -1 | -3
> Cc1ccc(C2C(C(=O)c3sc(C)nc3C)=C(O)C(=O)N2CCN2CCOCC2)o1 (centres undefined)
  -1 | 1 | 3 | 1 | 2 | 0.2 | 1 | 1 | -6
> Cc1occc1C(=O)NNC1=CC(=O)CC(C)(C)C1
  3 | -14 | 17 | 2 | -6 | 1.2 | 1 | 1 | -2
> COc1ccc(CNC(=O)C(CC(C)C)NC(=O)c2ccccc2C)cc1 (centres undefined)
  0 | -8 | 8 | 7 | -32 | 2.9 | 9 | -2 | -4
> COc1ccc(N2CCN(CC(=O)N3CCC(C)CC3)CC2)cc1
  -4 | -7 | 12 | -1 | 5 | 0.0 | -1 | 0 | -2
> C=CCn1c(Cc2ccc(OC)cc2)nnc1SCC(N)=O
  10 | -11 | 23 | -8 | -6 | 0.4 | 1 | 2 | 7
> CC1Cc2cc(/C(O)=C3/C(=O)C(=O)N(Cc4ccncc4)C3c3ccc(N(C)C)cc3)ccc2O1 (centres undefined)
  -1 | -5 | 1 | -1 | 1 | 1.2 | 1 | -1 | 0

Part of the list above, showing only M4 PAM.
SMILES	M4 PAM
Cc1cccc(NC(=O)CSCC(=O)Nc2cc(S(=O)(=O)N3CCOCC3)ccc2OC(C)C)c1	-6
COc1ccc(N2CCN(CC(=O)N3CCC(C)CC3)CC2)cc1	-4
CC1(C)NC(C)(C)c2nonc2/C1=N\O	5
C=CCn1c(Cc2ccc(OC)cc2)nnc1SCC(N)=O	10
